# All columns: NCI-60 one-dose screen, growth in % after 48 h at 10 µM unless noted; 100 = growth as untreated, 0 = no growth, -100 = all killed.
# MCF7: MCF7 breast cancer; actives 6.3% (n = 82,000); AID 1794796
# BT-549: BT-549 breast cancer; actives 4.4% (n = 78,000)
# T-47D: T-47D breast cancer; AID 1794792; actives 5% (n = 79,000)
# MDA-MB-231: MDA-MB-231 breast cancer | actives 5% (n = 81,000) | AID 1794789
# HS 578T: HS 578T breast cancer. actives 4.1% (n = 78,000)
# MDA-MB-468: MDA-MB-468 breast cancer; AID 2202374; actives 8.5% (n = 78,000)
# SK-MEL-28: SK-MEL-28 melanoma | AID 1794761 | actives 4.1% (n = 81,000)
# LOX IMVI: LOX IMVI melanoma. actives 7.4% (n = 79,000)
# * marks the source's active call; other numbers are inactive results; x = not tested or not shown; & = joins results of further samples; [ ] = another dose, or the depositor's remark. The calls were made as follows: active = growth percent below 10; inactive = the rest.
canonical_smiles | SK-MEL-28 | LOX IMVI | BT-549 | T-47D | MCF7 | MDA-MB-231 | HS 578T | MDA-MB-468
COc1ccc(-c2nnc(CNc3ccccn3)o2)cc1OC | 112 | 94 | 91 | 79 | 85 | x | 83 | 98
O=S(=O)(O)C(C(I)I)S(=O)(=O)O | 114 | 101 | 118 | 118 | 99 | 126 | 94 | 96
O=C(Sc1ccc(Cl)cc1)c1ccc(Cl)cc1 | 115&107 | 74&62 | 86&56 | 103&96 | 98&92 | 82&98 | 108&110 | 111&99
CC(=C\c1ccccc1)/C=C1/NC(=O)NC1=O | 102 | 98 | 104 | 88 | 92 | 111 | 110 | 109
O=C(/C=C/c1ccccc1)NO | 97 | 102 | 91 | 69 | 90 | 104 | 86 | 96
Cc1ccc2c(c1)/C(=N/c1n[nH]c(=S)s1)C(=O)N2 | 112 | 63 | 101 | 72 | 77 | 81 | 95 | 86
CCC(O)C(C)(C)N (stereo not drawn) | 111 | 101 | 101 | 98 | 107 | 105 | 104 | 114
N[C@@H](Cc1cc(I)c(Oc2ccc(O)c(I)c2)c(I)c1)C(=O)O | 103 | 97 | 89 | 99 | 104 | 87 | 93 | 99

# Some of the entries so far, field by field:
N[C@@H](Cc1cc(I)c(Oc2ccc(O)c(I)c2)c(I)c1)C(=O)O
  SK-MEL-28: 103
  LOX IMVI: 97
  BT-549: 89
  T-47D: 99
  MCF7: 104
  MDA-MB-231: 87
  HS 578T: 93
  MDA-MB-468: 99

CCC(O)C(C)(C)N (stereo not drawn)
  SK-MEL-28: 111
  LOX IMVI: 101
  BT-549: 101
  T-47D: 98
  MCF7: 107
  MDA-MB-231: 105
  HS 578T: 104
  MDA-MB-468: 114

# Remaining list, next part:
canonical_smiles | SK-MEL-28 | LOX IMVI | BT-549 | T-47D | MCF7 | MDA-MB-231 | HS 578T | MDA-MB-468
CC1=N/C(=C\c2ccc(-c3ccccc3)cc2)C(=O)O1 | 93 | 105 | 105 | 110 | 96 | 107 | 105 | 76
O=C(CSc1nc2ccc([N+](=O)[O-])cc2[nH]1)Nc1cccc([N+](=O)[O-])c1 | 56 | 58 | 59 | 16 | 53 | 74 | 67 | -1.5*
c1ccc2[nH]c(Cc3nc4ccccc4[nH]3)nc2c1 | 94 | 109 | x | 89 | 85 | 106 | x | 102
Clc1ccc(SCNc2ccccc2Cl)cc1 | 130 | 102 | 131 | 97 | 103 | 113 | 121 | x
O=C(O/N=C(\Cn1cncn1)c1ccc(Cl)cc1)c1ccc(Cl)cc1Cl | 112 | 98 | 106 | 99 | 101 | 93 | 103 | 98
COCCCNCC(=O)Nc1ccc(S(=O)(=O)c2ccc(NC(=O)CNCCCOC)cc2)cc1 | 111 | 94 | x | 89 | 94 | 100 | 115 | 100
O=C(NNC(=O)c1cc2oc(-c3cccc(C(F)(F)F)c3)cc2[nH]1)c1ccccc1 | 77 | 91 | 65 | 92 | 73 | 105 | 43 | x
COc1cc(C2=CC(c3ccc(C)cc3Br)N3C(C)=CSC3=N2)cc(OC)c1OC (stereo not drawn) | 109 | 89 | 99 | 95 | 28 | 103 | 114 | 73
O=C(CN1CCOCC1)n1cnc2ccccc21 | 109 | 93 | 105 | 97 | 98 | 102 | 103 | 99
O=C(Nc1ccc(S(=O)(=O)Nc2ncccn2)cc1)c1ccc(C(=O)Nc2ccc(S(=O)(=O)Nc3ncccn3)cc2)cc1 | 108 | 97 | 91 | 93 | 90 | 113 | 107 | 99
CC(C)(C)c1ccc(C(=O)Nc2nc3ccccc3s2)cc1 | 108 | 98 | 104 | 98 | 104 | 100 | 114 | 97
CCCCn1c(=O)c(-c2cc(-c3ccc(Cl)cc3)nc(-c3ccc(Cl)cc3)c2)cc2ccccc21 | 97 | 96 | 103 | 98 | 91 | 81 | 100 | 102
COc1cc(/C=C/C(=O)N2CCN(C(=O)/C=C/c3ccc(F)cc3)CC2)cc(OC)c1OC | 108 | 105 | 89 | 99 | 88 | 108 | 107 | 116
CCOC(=O)/C(C#N)=C/c1cccc(Br)c1 | 114 | 103 | 128 | 111 | 100 | 103 | 127 | 122
CC(=O)NC1C(O[C@H]2C[C@H]3[C@@H]4CC=C5C[C@@H](O)CC[C@]5(C)[C@H]4CC[C@]3(C)[C@H]2[C@H](C)C(=O)CCC(C)C)OCC(O)C1O (stereo partly drawn) | -14* | 27 | 31 | 45 | 43 | 60 | 5.8* | 52
COc1cc2c(cc1OC)C(CNC(=O)/C=C/c1cc(OC)c(OC)c(OC)c1)C2 (stereo not drawn) | 123 | 104 | 107 | 102 | 106 | 101 | 106 | 104
CCn1c(/C(C#N)=C/c2ccncc2)nc2ccccc21 | 122 | 100 | 89 | 102 | 96 | 105 | 105 | x
CC(C)NC(=O)c1ccccc1 | 114 | 102 | 107 | 91 | 95 | 117 | 104 | 100
C=C1C(=O)O[C@H]2[C@H]1CC/C(CNC(=O)Cc1c[nH]c3ccccc13)=C\CC[C@@]1(C)O[C@@H]21 | -30* | -75* | 14 | -9.4* | 18 | 16 | 78 | -80*
COC(=O)/C(CCC=C(C)C)=C1\[C@@H](OC(C)=O)C[C@@]2(C)[C@H]1CC(=O)[C@H]1[C@@]3(C)CCC(N4CCCC4)[C@@H](C)[C@@H]3CC[C@@]12C (stereo partly drawn) | 94 | 101 | 93 | 95 | 75 | 130 | 89 | 100
CCCCn1cnc(-c2cc(-c3ccccc3)cc(C(F)(F)F)c2)n1 | 109 | 105 | 100 | 94 | 100 | 106 | 101 | 99
OC1(C#CC#CC2(O)CCCCC2)CCCCC1 | 106 | 97 | 112 | 80 | 87 | 97 | 87 | 110
CCCCCc1ccc(S(=O)(=O)Nc2cc(-c3csc(NC(C)=O)n3)ccc2N2CCN(C)CC2)cc1 | -80* | -95* | 64 | 59 | 9.4* | 52 | 67 | x
Cc1ccc2c(c1)c(-c1nc(-c3cn(C)c4ncccc34)cs1)cn2C | 101 | x | 113 | 97 | 98 | 87 | 99 | 82
CC(=O)/C(C)=C\c1ccccc1 | 120 | 99 | 110 | 112 | 107 | 92 | 95 | 95
Cc1cnc(N=Nc2ccccc2)[nH]1 | 106 | 92 | 102 | 77 | 91 | 98 | 103 | 93
Brc1cncc2ccccc12 | 107 | 102 | 106 | 102 | 102 | 116 | x | 110
N#CCCN(NC(=O)OCc1ccccc1)C(=O)OCc1ccccc1 | 119 | 94 | 109 | 109 | 107 | 113 | 103 | 116
Nc1ccc(S(=O)(=O)Nc2ncccn2)cc1 | x | x | x | x | x | x | x | 109
COc1cc2c(c(OC)c1OC)CCC(c1cccc(NC(=O)C(C)C)c1)O2 (stereo not drawn) | 106 | 99 | 119 | 87 | 87 | 109 | 101 | 83
C/C(=N\Nc1nc(-c2cc(O)c(C)c(C)c2O)cs1)c1ccccc1 | 103 | 90 | 96 | 21 | 88 | 122 | 110 | 67
COc1ccc([C@H]2[C@H](C(=O)Nc3cc(C)cc(C)c3)c3ccccc3C(=O)N2c2ccc(OC)cc2)cc1 | 103 | 93 | 76 | 64 | 89 | 87 | 81 | 95

# Copied from the list:
# HS 578T result of N#CCCN(NC(=O)OCc1ccccc1)C(=O)OCc1ccccc1 reads 103
# HS 578T result of COc1cc2c(c(OC)c1OC)CCC(c1cccc(NC(=O)C(C)C)c1)O2 (stereo not drawn) reads 101
# SK-MEL-28 result of CC(=O)/C(C)=C\c1ccccc1 reads 120
# MDA-MB-231 result of Cc1cnc(N=Nc2ccccc2)[nH]1 reads 98
# MCF7 result of Brc1cncc2ccccc12 reads 102
# LOX IMVI result of C/C(=N\Nc1nc(-c2cc(O)c(C)c(C)c2O)cs1)c1ccccc1 reads 90

# (listing goes on)
canonical_smiles | SK-MEL-28 | LOX IMVI | BT-549 | T-47D | MCF7 | MDA-MB-231 | HS 578T | MDA-MB-468
CCOC(=O)C1=C(C)N=C2Sc3ccccc3N2C1c1cn[nH]c1-c1ccc(Cl)cc1 (stereo not drawn) | 106 | 85 | 74 | 37 | 79 | 90 | 94 | 93
Cc1cccc(C)c1I | 111 | 95 | 97 | 102 | 103 | 100 | 102 | 103
CCCCCN1CCSC(C(=O)Nc2ccccc2)C1 (stereo not drawn) | 118 | 96 | 104 | 94 | 93 | 96 | 104 | 107
CCOC(=O)C(CC([N+](=O)[O-])[N+](=O)[O-])C(=O)OCC | 105 | 97 | 110 | 26 | 94 | 114 | 106 | 109
Cc1ccc(/C=C/C(=O)c2ccc(Nc3nc(NCCO)nc(N4CCOCC4)n3)cc2)cc1 | 95 | 94 | 104 | 87 | 78 | 90 | 101 | 102
CCCCCCCCSCc1ccc(Nc2ccc(Nc3ccc(CSCCCCCCCC)cc3)cc2)cc1 | 111 | 94 | 105 | 93 | 100 | 106 | x | 111
Cc1cccc(Cc2ccccc2C(=O)c2cccc3ccccc23)c1 | 101 | 90 | 107 | 91 | 101 | 102 | 94 | 81
NC(=S)N/N=C\c1cccc(/C=N/NC(N)=S)n1 | 102 | 98 | 103 | 107 | 84 | 103 | 94 | 85
COc1cc2c(cc1OC)C1CCN3C(=O)CCC3N1CC2 (stereo not drawn) | 110 | x | 107 | 105 | 103 | 116 | 98 | 107
O=S(=O)(O)c1ccc2cc(O)ccc2c1 | 117 | 104 | 105 | 102 | 100 | 108 | 104 | 101
COc1ccc(C(=O)COc2ccc(NC(=O)Nc3ccccc3)cc2)cc1 | 102 | 59 | 76 | 66 | 67 | 94 | 97 | 81
C/C=C/C(=O)N1c2ccccc2CC1c1c(C)[nH]c2ccccc12 (stereo not drawn) | 108 | 90 | 91 | 60 | 97 | 95 | 90 | 90
Nc1c(C(=O)Nc2ccccc2)n(CCCN2CCOCC2)c2nc3c(cc12)CCCC3 | 108[8 µM] | 94[8 µM] | 99[8 µM] | 92[8 µM] | 91[8 µM] | 99[8 µM] | 95[8 µM] | 109[8 µM]
O=[N+]([O-])c1ccc(S(=O)(=O)N2CCN(c3ccnc4cc(Cl)ccc34)CC2)c([N+](=O)[O-])c1 | 108 | 32 | 98 | 60 | 53 | 85 | 89 | 83
CCCC(=O)N(CCC(C)C)c1ccccc1 | 105 | 97 | x | x | 105 | 88 | 95 | 105
COc1cc(C)ccc1Oc1nc(Nc2ccc(N3CCOCC3)cc2)ncc1NCc1ccc(Cl)cc1 | 96 | 85 | 86 | 54 | 88 | 87 | 72 | 88
Cc1ccc2c(Cn3cc(COc4ccc5c(c4)NC(=O)CC5)nn3)cc(=O)oc2c1C | 82 | 80 | 47 | 18 | 59 | 86 | 73 | 38
CN(C)c1ccc(C2(Cl)c3ccccc3N(C)c3ccccc32)cc1 | 52 | 28 | 72 | 33 | 50 | 69 | 72 | 51
COc1ccc(C2=NN(C(C)=O)C(c3cc(-c4cc5ccccc5o4)n(-c4ccccc4)n3)C2)cc1OC (stereo not drawn) | 99 | x | 96 | 94 | 91 | x | x | 92
O=C(/C=C/c1ccc(Br)cc1)c1ccc(Br)cc1 | 109 | 97 | 133 | 107 | 75 | 129 | 110 | 106
Oc1[nH]c2ccccc2c1/C=c1/ccc2c(c1)N=C(c1cccs1)N=2 | 73 | 55 | 61 | 27 | 28 | 65 | 72 | 25
C=C(C)[C@@H]1CC[C@]2(C(=O)NCC(=O)O)CC[C@]3(C)[C@H](CC[C@@H]4[C@@]5(C)Cc6c([nH]c7ccccc67)C(C)(C)[C@@H]5CC[C@]43C)[C@@H]12 | 93 | 99 | 66 | x | 81 | 92 | 57 | 118
COc1ccc(C(=O)/C=C/c2ccc3c(c2)OCCO3)cc1S(N)(=O)=O | 101 | 24 | 65 | 53 | 23 | 87 | 87 | 81
Cc1cc(=O)[nH]c(N2CCCCC2)n1 | 108 | 89 | 121 | 107 | 98 | 116 | 125 | 107
CC(C)(C)OC(=O)n1cc(-c2nc(-c3ccsc3)cs2)c2cc(Br)ccc21 | 109 | 99 | 113 | 95 | 92 | 100 | 105 | 116
C=C1C(=O)O[C@H]2[C@H]1CC/C(COC(=O)CCCc1c[nH]c3ccccc13)=C\CC[C@@]1(C)O[C@@H]21 | 93 | -3.9* | 41 | 57 | 11 | 35 | 74 | 23
C/C(=N/N=C(N)N)C(=O)O | 115 | 94 | 113 | x | 105 | 97 | 99 | 100
Cc1ccc(S(=O)(=O)OC(C#N)c2ccccc2)cc1 (stereo not drawn) | 104 | 97 | 109 | 91 | 99 | 123 | 109 | x
O=C(CCCl)c1ccc(O)cc1 | 110 | 95 | 110 | 94 | 113 | 109 | 106 | 94
O=C(NNC(=O)c1ccncc1)Nc1ccc([N+](=O)[O-])cc1 | 127 | 101 | 121 | 91 | 109 | 109 | 107 | 106
CCCn1cc(/C=N\N=C2\C(=O)Nc3ccc(Cl)cc32)c2ccccc21 | 106 | 78 | 103 | 69 | 69 | 71 | 71 | 79
CNC(=O)c1cccn1C | 115 | 102 | 107 | 98 | 107 | 124 | 98 | 110
CCOC(=O)C(CC)(C(=O)OC)c1ccccc1 (stereo not drawn) | 111 | 97 | 109 | 102 | 99 | 105 | 104 | 79
CCc1cccc(CC)c1NC(=S)NN | 98 | 102 | 107 | 101 | 91 | 105 | 106 | 89

# 3 structures out of the list, sorted by molar mass, rising:
canonical_smiles | SK-MEL-28 | LOX IMVI | BT-549 | T-47D | MCF7 | MDA-MB-231 | HS 578T | MDA-MB-468
CNC(=O)c1cccn1C | 115 | 102 | 107 | 98 | 107 | 124 | 98 | 110
C/C(=N/N=C(N)N)C(=O)O | 115 | 94 | 113 | x | 105 | 97 | 99 | 100
O=C(NNC(=O)c1ccncc1)Nc1ccc([N+](=O)[O-])cc1 | 127 | 101 | 121 | 91 | 109 | 109 | 107 | 106

# This is a random part of the collection (roughly 12% active in at least one column).
